UPR XBP1 act = adaptive UPR (XBP1) activation; CHO-XBP1 luciferase reporter, IRE1-XBP1 UPR activation, luminescence; percent of tunicamycin response, DMSO as zero; activation, % at 20 µM; 0.33% of 330,000 active;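 active = versus positive control, 20 µM dose yields 30% or more activation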;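 also: 100% = tunicamycin at 10 µg/mL and 0% = DMSO only wells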
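incubation = overnight seeding at 37 °C, 6 h compound treatment at 37 °C | assay system = CHO-XBP1 cells stably carrying IRE1-XBP1-driven luciferase reporter | input = 1000 cells per well | detection = luciferase luminescence | dosing = single point, 20 µM final compound, 1% DMSO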
Mdm2-MdmX inh = inhibitors of human Mdm2/MdmX interaction; 3% of 330,000 active; inhibition, % at 8 µM; SaOS-2 split-luciferase Mdm2/MdmX complementation, luminescence; O15151+Q00987;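 active = inhibition of at least 50% at 8 µM in the primary screen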
Target sequence (O15151 whole entry, looked up): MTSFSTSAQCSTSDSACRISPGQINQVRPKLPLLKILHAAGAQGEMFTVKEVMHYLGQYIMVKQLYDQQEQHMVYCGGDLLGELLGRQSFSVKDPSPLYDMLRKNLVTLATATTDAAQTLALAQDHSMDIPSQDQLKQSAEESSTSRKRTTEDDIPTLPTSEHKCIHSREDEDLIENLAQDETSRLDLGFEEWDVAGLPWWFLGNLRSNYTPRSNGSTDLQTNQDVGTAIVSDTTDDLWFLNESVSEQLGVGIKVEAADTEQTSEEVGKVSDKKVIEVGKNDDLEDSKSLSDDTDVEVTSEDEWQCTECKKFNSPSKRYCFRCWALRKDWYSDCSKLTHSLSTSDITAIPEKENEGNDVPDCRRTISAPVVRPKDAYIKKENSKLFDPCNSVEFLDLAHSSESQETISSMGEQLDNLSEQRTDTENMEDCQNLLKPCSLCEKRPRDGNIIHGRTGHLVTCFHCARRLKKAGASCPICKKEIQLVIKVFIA
Target sequence (Q00987 whole entry, looked up): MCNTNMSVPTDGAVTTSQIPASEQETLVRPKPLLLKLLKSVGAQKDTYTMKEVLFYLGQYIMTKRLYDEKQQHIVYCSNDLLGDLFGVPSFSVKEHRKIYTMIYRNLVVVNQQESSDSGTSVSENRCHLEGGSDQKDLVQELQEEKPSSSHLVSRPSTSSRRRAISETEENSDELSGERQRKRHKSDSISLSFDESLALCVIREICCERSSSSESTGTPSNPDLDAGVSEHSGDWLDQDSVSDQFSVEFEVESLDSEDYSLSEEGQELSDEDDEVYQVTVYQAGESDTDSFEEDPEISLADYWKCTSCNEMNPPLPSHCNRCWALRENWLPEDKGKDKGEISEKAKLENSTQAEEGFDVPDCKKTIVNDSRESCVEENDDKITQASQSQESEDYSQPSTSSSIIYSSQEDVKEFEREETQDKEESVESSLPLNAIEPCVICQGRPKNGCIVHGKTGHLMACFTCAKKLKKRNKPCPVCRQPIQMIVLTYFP
CHOP UPR activ = activators of apoptotic arm of unfolded protein response (CHOP). activation, % at 10 µM. 0.34% of 330,000 active. CHO-CHOP luciferase reporter, UPR activation, luminescence; percent of tunicamycin response over DMSO baseline. AID 449763;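 active = at 10 µM dose, activation of 40% or more, normalized to positive control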;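 also: 100% = tunicamycin at 10 µg/mL and 0% = DMSO alone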
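System: CHO-CHOP luciferase reporter cell line; amount: 500 cells/well; buffer or medium: F12 medium containing 10% fetal bovine serum; incubation: 6 h compound exposure at 37 °C after overnight seeding; measured by: luciferase luminescence after 10 min with Steady-Glo reagent; evaluation: % reporter activation, DMSO baseline versus tunicamycin full activation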
TIM10 inh = inhibits growth of TIM10 yeast strain; S. cerevisiae TIM10 strain growth, BacTiter-Glo luminescence, 24 h; AID 463195; 1.4% of 330,000 active; inhibition, % at 10 µM;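 active = inhibition of 40% or more at the single tested concentration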;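 also: wild-type TIM10 isogenic control strain grown at permissive 25 °C; 0% = DMSO yeast wells and 100% = minimal medium wells without yeast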
697 NFkB inh = inhibitors of the PMA/ionomycin-induced NF-kB reporter in 697 B cells; 697 B-cell NF-kB luciferase reporter, 16 h; inhibition, % at 4 µM; 0.33% of 330,000 active; AID 435022; in the data active = inhibition above about 35%
Jurkat NFkB inh = inhibitors of the PMA/ionomycin-induced NF-kB reporter in Jurkat cells. inhibition, % at 4 µM. PMA/ionomycin-induced NF-kB luciferase reporter, luminescence. 0.53% of 330,000 active; in the data active = inhibition above about 50%
tim23-1 inh = tim23-1 yeast growth inhibition; S. cerevisiae tim23-1 growth, BacTiter-Glo luminescence, 24 h; inhibition, % at 20 µM; 1.3% of 330,000 active; AID 463212;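 active = growth inhibition of the mutant yeast at or above 50%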;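 also: temperature-sensitive mutant grown at 25 °C; plate controls were DMSO-treated mutant yeast for no effect and medium wells lacking yeast for full effect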
tim10-1 inh = tim10-1 yeast growth inhibition; 2.2% of 330,000 active; inhibition, % at 20 µM; S. cerevisiae tim10-1 ts strain growth, BacTiter-Glo, 24 h;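 active = inhibition of at least 40%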;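 also: mutant grown at 25 °C; 0% = DMSO wells with yeast and 100% = wells holding no yeast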
* = called active by the depositor. Outcome played no part in choosing rows; 6.6% or so of the library scored in one or more.

SMILES	UPR XBP1 act	Mdm2-MdmX inh	CHOP UPR activ	TIM10 inh	697 NFkB inh	Jurkat NFkB inh	tim23-1 inh	tim10-1 inh
COC(=O)c1cc(Nc2cc(C)c3c(O)cccc3n2)cc(C(=O)OC)c1	17	24	6.9	-8	-7	-8	7	11
COc1ccc(-c2ccc(-c3nnn(CC(=O)N4CCOCC4)n3)cc2)cc1	2	22	3.1	-27	-93	-66	-18	5
COc1ccccc1N1CCN(C(=O)C(=O)c2cn(CC(=O)N3CCOCC3)c3ccccc23)CC1	-6	1	0.9	2	-4	-1	-4	4
Cc1c(NC(=O)CSc2nnnn2-c2ccc(O)cc2)c(=O)n(-c2ccccc2)n1C	-4	-3	-1.1	-9	8	-5	15	8
Cc1ccc(Nc2nc(C(=O)NCC3CCCO3)cs2)cc1 (stereo not drawn)	0	-6	1.9	13	-13	-11	15	5
O=S(=O)(Cc1ccccc1)c1cnc2ccccc2n1	-7	59*	-0.6	0	11	8	4	16
Cc1ccc(NC(=O)CCSCCC(=O)Nc2ccc(C)c(C)c2)cc1C	0	0	-2.7	26	-2	-10	27	23
CC(C)(C)Sc1ccc2nc3c(n2c1)CCCC3	2	7	3.3	31	-24	-3	41	24
N#CCSc1nnc(CNc2cccc(Cl)c2)o1	1	-6	-0.6	11	14	3	10	16
COCCSc1ccccc1C(=O)Nc1nncs1	0	-1	-1.4	6	4	-3	7	22
COc1ccccc1C1/C(=C(/O)c2ccc(C)cc2)C(=O)C(=O)N1CCN1CCOCC1 (stereo not drawn)	-2	6	-1.7	-1	-9	-21	21	1
COc1ccc(C2/C=C\CN(C(=O)C3CCCC3)[C@H](Cc3ccccc3)C(=O)N2Cc2ccc(F)cc2)cc1 (stereo partly drawn)	1	18	4.4	-25	-7	2	19	9
COC(=O)C(CCCCN1C(=O)C2C3C=CC(C3)C2C1=O)N1C(=O)C2C3C=CC(C3)C2C1=O (stereo not drawn)	-3	-3	-2.6	6	-27	-1	14	5
COCCC(=O)N1CCC(n2nccc2NC(=O)c2ccccc2C)CC1	-3	15	0.1	-7	-14	-3	-11	0
CCOC(=O)N1CCC(NC(=O)c2ccc(CS(=O)(=O)c3c(Cl)cccc3Cl)o2)CC1	-1	12	0.6	12	3	2	9	-3
Cc1ccsc1C(=O)OCC(=O)Nc1cccc(F)c1	-1	27	2.3	7	6	-13	9	7
Cc1ccc(-c2nc(C(=O)NC3CCCCCC3)no2)cc1	-1	-8	-0.7	23	-2	2	33	39
O=C(/C=C/c1ccccc1)OCN1C(=O)c2ccccc2C1=O	-6	-3	1.2	26	2	3	19	22
O=C(Nc1ccc(F)cc1F)N1CCCC(c2nc(-c3ccc(F)cc3)no2)C1 (stereo not drawn)	1	-4	1.6	7	-5	-19	7	32
COc1ccc(CCN(C)C(=O)CCc2nnc(-c3ccccc3)o2)cc1OC	15	-130	5.3	5	-61	-62	14	9
O=C(Oc1ccc([N+](=O)[O-])cc1)c1ccc(Cl)c(S(=O)(=O)N2CCCCC2)c1	-3	6	2.1	17	-26	1	33	39
COc1cccc(/C=C/C(=O)OCC(=O)NCc2ccco2)c1OC	-1	15	0.8	-5	9	4	18	18
Cc1ccc(CNC(=O)c2ccc(N3CCC4(CC3)CC(c3cccc(Br)c3)=NO4)c(NC(=O)c3ccccc3)c2)cc1	0	-19	0.1	5	23	24	7	-6
CC(C)(C)NC(=O)CN(CCN1CCOCC1)C(=O)CNS(=O)(=O)c1ccc(Cl)cc1	-6	1	0.5	10	13	-5	8	-21
CCc1ccc(CN(C)C(=O)c2cc(S(=O)(=O)N3CCOCC3)ccc2N2CCCC2)cc1	-4	26	2.6	27	10	10	31	21
c1ccc(NC2=NCCN2CC2CCCCCC2)cc1	1	16	-2.3	7	5	1	9	1
CCN(C[C@H]1N[C@@](Cc2ccccc2)(C(=O)OC)[C@H]2C(=O)N(C)C(=O)[C@@H]12)S(=O)(=O)c1ccc(OC)cc1	0	4	-2.1	-8	4	-12	6	6
COC(=O)[C@H](CCSC)NC(=O)Nc1cccc(C)c1C	-1	0	1.0	7	0	6	10	-1
Cc1ccc(NC(=O)CN(C)C(=O)CSc2nnc(C)s2)cc1	-2	18	-1.0	-2	-11	2	-20	-4
CC(C)(C)C(=O)Nc1ccc(-c2cnco2)cc1	2	-34	2.8	12	-16	-12	15	14
O=C(NCc1ccco1)C(c1ccccc1F)N(Cc1cccnc1)C(=O)Cn1nnc2ccccc21 (stereo not drawn)	-3	2	-0.7	3	9	12	9	11
c1ccc2c(c1)Oc1ccccc1S2	0	7	3.4	-2	16	-2	-9	0
Cn1c(=O)n(Cc2ccccc2)c(=O)c2c1nc(NCC1CCCO1)n2Cc1ccccc1 (stereo not drawn)	-2	16	0.1	14	15	15	9	29
CC1(OC(=O)c2cnc3ccccc3n2)C(=O)C=C2C=C(C3CC3)OC=C2C1=O (stereo not drawn)	2	17	-1.2	16	18	-6	18	-1
O=C(Nc1ccc2c(c1)COC2=O)c1ccc(Cl)c(Cl)c1	3	-52	7.5	14	-48	-76	6	9
COc1ccc(C(=O)NCC(=O)N2CCNC(=O)C2)cc1OC	-1	5	-0.1	-12	-10	-17	10	9
CC(C)CCN1CCN(Cc2ccc3nsnc3c2)CC1CCO (stereo not drawn)	0	7	1.9	20	-15	3	-14	7
C[C@H](CO)N1C[C@H](C)[C@@H](CN(C)S(=O)(=O)c2ccc(F)cc2)Oc2c(NC(=O)Nc3ccc4c(c3)OCO4)cccc2C1=O	2	-5	0.5	3	-17	-12	6	0
O=C(Cn1cnc2scc(-c3ccccc3)c2c1=O)NCc1ccco1	1	17	-2.3	21	-1	-2	8	18
C/C(=N\NC(=O)c1cc(-c2ccc(Cl)s2)[nH]n1)c1ccncc1	-3	29	-0.5	-2	16	17	6	-8
CC(C)(C)c1ccc(S(=O)(=O)NCC(=O)Nc2ccc(-c3nc4ccccc4s3)cc2)cc1	-2	-9	5.6	2	-157	-31	11	10
COc1ccc2c(c1)S(=O)(=O)c1ccccc1N2	-5	33	0.5	-17	20	9	0	-8
Cc1cccc(NC(=O)c2ccc(OCc3c(C)noc3C)cc2)c1	-1	10	2.5	1	-3	-16	33	-36
CCC(=O)NC(Cc1ccccc1)c1nc2ccccc2[nH]1 (stereo not drawn)	-5	10	2.7	-3	3	-13	-4	-6
C=CCOc1ccc(/C=C/C(=O)OCC(=O)NCCC2=CCCCC2)cc1	-1	4	3.2	8	16	0	-5	4

Three structures from above, arranged by number of heavy atoms, highest first:
SMILES	UPR XBP1 act	Mdm2-MdmX inh	CHOP UPR activ	TIM10 inh	697 NFkB inh	Jurkat NFkB inh	tim23-1 inh	tim10-1 inh
C[C@H](CO)N1C[C@H](C)[C@@H](CN(C)S(=O)(=O)c2ccc(F)cc2)Oc2c(NC(=O)Nc3ccc4c(c3)OCO4)cccc2C1=O	2	-5	0.5	3	-17	-12	6	0
CC(C)(C)c1ccc(S(=O)(=O)NCC(=O)Nc2ccc(-c3nc4ccccc4s3)cc2)cc1	-2	-9	5.6	2	-157	-31	11	10
CC(C)CCN1CCN(Cc2ccc3nsnc3c2)CC1CCO (stereo not drawn)	0	7	1.9	20	-15	3	-14	7

(list continues)
SMILES	UPR XBP1 act	Mdm2-MdmX inh	CHOP UPR activ	TIM10 inh	697 NFkB inh	Jurkat NFkB inh	tim23-1 inh	tim10-1 inh
COc1ccc(C2COC(=O)C2=N)c(NC(=O)c2ccc(Cl)cc2)c1 (stereo not drawn)	-4	2	-0.7	-7	4	-1	18	1
CC(=O)Nc1ccc2nc(NC(=O)c3ccc([N+](=O)[O-])o3)sc2c1	1	10	61*	-3	-15	-22	-12	-5
CC(=O)c1cc(C#N)c(N2CCCC2)nc1C	-1	13	-0.8	-12	-3	-2	6	6
Cc1nnc(SCC2=C(C(=O)O)N3C(=O)C(NC(=O)Cn4ncc(Cl)c4C)C3SC2)s1 (stereo not drawn)	1	17	0.6	4	10	-4	3	3
CCC1(c2ccc(F)cc2)NC(=O)N(CC(=O)Nc2ccc(S(N)(=O)=O)cc2)C1=O (stereo not drawn)	-2	4	-0.1	9	4	3	-9	9
O=S(=O)(NCC1CCCO1)c1ccc(-c2ccc(S(=O)(=O)NCC3CCCO3)cc2)cc1 (stereo not drawn)	-2	4	3.7	6	48*	70*	0	-8
O=C(/C=C/c1cccc([N+](=O)[O-])c1)NCCN1C(=O)S/C(=C\c2cccnc2)C1=O	-2	22	2.2	27	25	-12	16	30
COc1ccc(/C(C)=N/NC(=S)NCc2ccco2)cc1	0	-9	1.6	33	-11	-8	51*	41*
CC1CCCC(C)N1CC(O)COc1ccc(Cl)cc1 (stereo not drawn)	-1	-32	-1.5	3	-18	3	13	14
Cc1cc(C)n(CCC(=O)N/N=C/c2ccc(O)cc2)n1	-2	-6	1.2	-12	-21	-1	8	16
O=C(C[n+]1cc(-c2ccccc2)n2c1CCCCC2)c1ccc(Cl)cc1	0	8	-0.2	8	6	12	-5	15
Clc1ccc(OCCn2ccnc2)c(Br)c1	-1	1	-0.8	18	11	-9	9	14

Filtered by structure: the compounds so far with an aryl methoxy group
SMILES	UPR XBP1 act	Mdm2-MdmX inh	CHOP UPR activ	TIM10 inh	697 NFkB inh	Jurkat NFkB inh	tim23-1 inh	tim10-1 inh
COc1ccc(-c2ccc(-c3nnn(CC(=O)N4CCOCC4)n3)cc2)cc1	2	22	3.1	-27	-93	-66	-18	5
COc1ccccc1N1CCN(C(=O)C(=O)c2cn(CC(=O)N3CCOCC3)c3ccccc23)CC1	-6	1	0.9	2	-4	-1	-4	4
COc1ccccc1C1/C(=C(/O)c2ccc(C)cc2)C(=O)C(=O)N1CCN1CCOCC1 (stereo not drawn)	-2	6	-1.7	-1	-9	-21	21	1
COc1ccc(C2/C=C\CN(C(=O)C3CCCC3)[C@H](Cc3ccccc3)C(=O)N2Cc2ccc(F)cc2)cc1 (stereo partly drawn)	1	18	4.4	-25	-7	2	19	9
COc1ccc(CCN(C)C(=O)CCc2nnc(-c3ccccc3)o2)cc1OC	15	-130	5.3	5	-61	-62	14	9
COc1cccc(/C=C/C(=O)OCC(=O)NCc2ccco2)c1OC	-1	15	0.8	-5	9	4	18	18
CCN(C[C@H]1N[C@@](Cc2ccccc2)(C(=O)OC)[C@H]2C(=O)N(C)C(=O)[C@@H]12)S(=O)(=O)c1ccc(OC)cc1	0	4	-2.1	-8	4	-12	6	6
COc1ccc(C(=O)NCC(=O)N2CCNC(=O)C2)cc1OC	-1	5	-0.1	-12	-10	-17	10	9
COc1ccc2c(c1)S(=O)(=O)c1ccccc1N2	-5	33	0.5	-17	20	9	0	-8
COc1ccc(C2COC(=O)C2=N)c(NC(=O)c2ccc(Cl)cc2)c1 (stereo not drawn)	-4	2	-0.7	-7	4	-1	18	1
COc1ccc(/C(C)=N/NC(=S)NCc2ccco2)cc1	0	-9	1.6	33	-11	-8	51*	41*

Screening data deposited in PubChem BioAssay by Sanford-Burnham Center for Chemical Genomics.
